Screens as filed in PubChem BioAssay.
mIDH1 inhibitor = human IDH1 R132H inhibition | 390,000 compounds, 0.093% hits | AID 602179 | IDH1-R132H enzyme, NADPH consumption, diaphorase/resazurin fluorescence | Potency, µM (titrated, usually from 76.6 µM), for the others: at the top dose activity change, negative = inhibition, actives largely listed as inhibitors | O75874; also: potency is read from the fitted curve at half-maximal effect; % is scaled to controls: 0 for no effect and ±100 for the full control effect; nearly all actives have a fitted effect of over 65% in size
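IDH1-R132H (0.5 ug/mL) preincubated 30 min with compound, then NADPH (0.016 mM) and alpha-KG (2 mM) added; 80 min at RT, pH 7.5. Remaining NADPH coupled via diaphorase/resazurin to fluorescence (540/590 nm); concentration-response curves normalized to no-enzyme control.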
LDHA inh = blocks human lactate dehydrogenase A; purified LDHA, NADH/diaphorase-resazurin fluorescence; hits give low values; AID 1347041; P00338; 480,000 compounds, 0.15% hits; activity change, % (values are at about 110 or 230 µM); in the data active = activity change below about -30%; inconclusive = mostly about -25% to -30%;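 also: plate controls were DMSO wells for no effect and wells without enzyme for full effect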
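Remaining NADH was detected by diaphorase (0.133 mg/mL) converting 37 µM resazurin to fluorescent resorufin, read at 0 and 20 minutes. The preceding 5-minute room-temperature reaction used 2 nM LDHA, 0.2 mM sodium pyruvate and 0.06 mM NADH at pH 7.4.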
USP1-UAF1 inh = inhibitors of human USP1/UAF1 deubiquitinase; O94782; recombinant USP1/UAF1, Ub-Rhodamine cleavage fluorescence; Potency, µM (titrated, usually from 57.1 µM), inactives show top-dose activity change, negative = inhibition, hits mostly inhibitors; 390,000 compounds, 0.23% hits; also: potency is read from the fitted curve at half-maximal effect; % is scaled to controls: 0 for no effect and ±100 for the full control effect; nearly all actives have a fitted effect of over 60% in size; inactives centre near -12
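USP1/UAF1 complex at 1 nM was preincubated with compound for 15 min at room temperature, then Ub-Rho substrate (150nM final) was added. Fluorescence (480/540 nm) was read kinetically, 6 reads every 60 seconds.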
Vif-APOBEC3F blk = inhibitors of Vif-A3F interaction | HeLa A3F-eYFP + Vif (tagged APOBEC3F with the HIV-1 protein that degrades it), YFP fluorescence increase | 390,000 compounds, 0.2% hits | Potency, µM (series often up to 46.1 µM), without a hit: at the highest dose activity, negative = active; also: potency is read from the fitted curve at half-maximal effect; % of control where 0% means no effect; nearly all actives have a fitted effect of over 65% in size
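HeLa cells stably expressing Vif plus C-terminally eYFP-tagged A3F were seeded, incubated overnight at 37 deg C, dosed with compound, incubated overnight again at 37 deg C. Yellow fluorescence (Ex 488/Em 500-530) reported blocked Vif-mediated A3F-eYFP degradation.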
RXFP1 ag = RXFP1 (human) receptor agonism. HEK293T-RXFP1 cAMP TR-FRET, 30 min; response scale: percent of porcine relaxin response, buffer zero. Q9HBX9. AID 2676. Potency, µM (doses to about 57.5 µM), inactives show top-dose activation, usual class: activators. 370,000 compounds, 0.3% hits; also: potency is read from the fitted curve at half-maximal effect; % is scaled to controls: 0 for no effect and ±100 for the full control effect; nearly all actives have a fitted effect of over 60% in size; many of its hits are not listed in these tables
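Agonist response is measured as cAMP accumulation in an RXFP1-transfected HEK293T line under PDE4 inhibition. Values are scaled between buffer-only and 29 nM porcine relaxin, and EC50s come from standard Hill equation fits.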
PI4K2A inh = blocks human PI4K2A kinase activity | Q9BTU6 | purified PI4K2A, ADP-Glo luminescence, 1 h; hits give low values | activity change, negative = inhibition, % at 76.9 µM | 420,000 compounds, 0.13% hits | AID 1346378; in the data active = activity change below about -50%; inconclusive = mostly about -30% to -49%;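 also: -100% = wells without enzyme as full effect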
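PI4K2A activity was measured by ADP-Glo luminescence: enzyme (4 ug/mL stock) and phosphatidylinositol (1.2 mM stock) in Tris pH 7.5/MgCl2/EGTA/Triton X-100 buffer were reacted with ATP (300 microM stock) for one hour at ambient temperature.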
Vif-APOBEC3G blk = inhibitors of Vif-APOBEC3G interaction | Q9HC16 | HeLa A3G-eYFP + Vif (tagged APOBEC3G with the HIV-1 protein that degrades it), YFP fluorescence, overnight | 410,000 compounds, 0.076% hits | Potency, µM (top dose mostly 46.1 µM), for inactives: top-dose activity, negative = active, actives largely listed as inhibitors;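 also: potency is read from the fitted curve at half-maximal effect; % is scaled to controls: 0 for no effect and ±100 for the full control effect; nearly all actives have a fitted effect of over 60% in size; hits raise eYFP signal because A3G escapes Vif-driven loss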
Target sequence (Q9HC16 whole entry, looked up): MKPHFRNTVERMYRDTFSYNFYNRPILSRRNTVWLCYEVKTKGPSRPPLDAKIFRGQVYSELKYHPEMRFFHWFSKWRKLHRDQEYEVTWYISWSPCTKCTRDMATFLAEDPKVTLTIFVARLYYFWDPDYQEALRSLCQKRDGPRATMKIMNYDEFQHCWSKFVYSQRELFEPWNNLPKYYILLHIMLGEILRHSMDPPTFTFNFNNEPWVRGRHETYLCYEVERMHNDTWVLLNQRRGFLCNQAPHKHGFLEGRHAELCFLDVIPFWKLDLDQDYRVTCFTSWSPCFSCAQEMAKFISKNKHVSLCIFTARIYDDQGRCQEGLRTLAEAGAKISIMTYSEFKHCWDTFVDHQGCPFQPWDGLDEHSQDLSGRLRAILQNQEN
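HeLa cells stably expressing Vif and C-terminally eYFP-tagged A3G, seeded overnight at 37 deg C, then exposed to compound by pintool overnight at 37 deg C. Rise in yellow fluorescence (Ex 488/Em 500-530, Acumen) marks blocked Vif-driven A3G degradation.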
GRP78 ERSR act = inducers of ER stress response in human glioma cells | U87-MG GRP78 promoter luciferase reporter, 16 h | AID 602332 | Potency, µM, inactives show at the top dose activation, usual class: activators | 420,000 compounds, 0.02% hits; also: potency is read from the fitted curve at half-maximal effect; series mostly up to about 76 µM; % of control where 0% means no effect; nearly all actives have a fitted effect of over 35% in size
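Stably transfected U87-MG glioma cells carrying a GRP78-based luciferase sensor; 16 h compound incubation. Luminescence end-point read 10 min after Bright-Glo addition at room temperature.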
TrxR1 substrate = is turned over as a substrate by rat TrxR1 | Potency, µM (highest dose often 114 µM), for inactives: at the highest dose activity change, negative = substrate turnover | O89049 | purified TrxR1 substrate turnover, NADPH consumption readout | 390,000 compounds, 0.01% hits; also: potency is read from the fitted curve at half-maximal effect; % is scaled to controls: 0 for no effect and ±100 for the full control effect; nearly all actives have a fitted effect of over 50% in size
Target sequence (O89049 whole entry, looked up): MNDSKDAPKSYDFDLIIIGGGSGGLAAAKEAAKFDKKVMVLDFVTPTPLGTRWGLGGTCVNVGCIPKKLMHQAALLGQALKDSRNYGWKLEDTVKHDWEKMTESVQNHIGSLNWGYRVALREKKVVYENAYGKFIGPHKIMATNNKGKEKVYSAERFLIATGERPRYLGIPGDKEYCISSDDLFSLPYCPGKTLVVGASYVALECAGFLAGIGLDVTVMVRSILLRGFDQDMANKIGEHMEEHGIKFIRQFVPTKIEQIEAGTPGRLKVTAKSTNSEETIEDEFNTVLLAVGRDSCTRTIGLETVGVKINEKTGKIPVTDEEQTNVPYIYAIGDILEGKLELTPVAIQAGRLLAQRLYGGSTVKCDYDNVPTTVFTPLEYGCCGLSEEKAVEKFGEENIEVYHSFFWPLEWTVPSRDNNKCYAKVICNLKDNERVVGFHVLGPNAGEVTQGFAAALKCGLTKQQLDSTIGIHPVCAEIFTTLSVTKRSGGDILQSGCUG
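Rat TrxR1, dispensed at 90 nM, was prereduced with 400 uM NADPH (final) for 5 min at ~22 deg C, then incubated with compound 15 min before 400 uM selenite. A first-read NADPH fluorescence drop versus no-compound background flagged substrates.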
Starred values were filed as active, the others as inactive; ? = inconclusive; . = not tested or not shown; & = joins results of further samples; [ ] = another dose, or the depositor's remark. Unless noted, calls follow the shape of the dose curve; as a rule, active = well fitted curve in the direction sought with a large enough effect; inconclusive = small, poorly fitted or top-dose-only effect, or another doubt; inactive = no such curve, though single readings can be large; an effect the other way counts as inactive or inconclusive. Some of the compounds tested, so the mix of outcomes need not match the whole.

Results follow in this order: mIDH1 inhibitor	LDHA inh	USP1-UAF1 inh	Vif-APOBEC3F blk	RXFP1 ag	PI4K2A inh	Vif-APOBEC3G blk	GRP78 ERSR act	TrxR1 substrate
> CC1CCCCC1NC(=O)CN1CCN(Cc2ccccc2Cl)C1=O (stereo not drawn)
→ -2%	-7	-7%	-3%	-0.8%	-3	2%	3%	-4%
> COc1cc(OC)c(N(C)C(=O)Cn2ncc3c(=O)oc4ccccc4c32)cc1Cl
→ -8%	-3	-23%	5%	1.9%	2	2%	-2%	-7%
> CC(C)c1ccc(NC2CCCN(C(=O)CCc3cnn(C)c3)C2)cc1 (stereo not drawn)
→ 4%	0	-23%	-23%	-0.6%	2	6%	-6%	3%
> COc1ccc(C)cc1-n1nnnc1SC/C(O)=C(\C#N)c1nc2ccccc2[nH]1
→ -3%	4	-6%	-11%	0.5%	-7	-11%	-5%	-8%
> O=C(Nc1nc2ccc(S(=O)(=O)N3CCCCC3)cc2s1)c1cccnc1
→ -2%	-1	-6%	-6%	1.0%	8	-20%	-2%	1%[57.1 µM]
> O=C(CCCOC(=O)c1ccc(O)cc1O)c1ccc(F)cc1
→ 2%	-3	-10%	-18%	0.8%	4	-3%	5%	-11%
> CC(CNC(=O)c1ccc(NC2=NC3CS(=O)(=O)CC3S2)cc1)c1ccccc1 (stereo not drawn)
→ 1%	-2	-23%	12%	0.3%	1	2%	-2%	1%[57.1 µM]
> Cc1ccc2c(Cl)c(C(=O)NCCc3ccccc3)sc2c1
→ 0%	0	-27%	-9%	7.2%	-1	-3%	1%	5%
> O=C(CCn1cccc1)NCc1ccccc1
→ 6%	0	-9%	6%	-0.9%	7	-1%	-5%	-7%
> Cc1ccc2ncc(S(=O)(=O)c3ccccc3)c(N3CCCCC3C)c2c1 (stereo not drawn)
→ -12%&-19%	-3&-5	?	0%&1%	0.4%&4.4%	-5&-2	-2%&3%	-4%&-3%	0%&-1%
> O=C1CC(c2ccccc2)=Nc2ccccc2N1
→ 4%	-7	-15%	-11%	-0.5%	1	-4%	-3%	5%
> CCC(C)NS(=O)(=O)c1ccc(NC(=O)c2ccc([N+](=O)[O-])cc2Cl)cc1 (stereo not drawn)
→ 22%	-7	?	2%	0.1%	-4	0%	-3%	8%[57.1 µM]
> CCc1nc2c(OCCc3cccc(OC)c3)cccn2c1N(C=O)Cc1ccccc1
→ .	0	.	.	.	-7	1%	-2%	.
> COc1ccccc1/C=C/C(=O)NC(=S)N1CCOCC1
→ 4%	-11	-9%	-28%	1.0%	-7	-1%	8%	8%[57.1 µM]
> CC(OC(=O)c1ccc2c(c1)S(=O)(=O)c1ccccc1C2=O)C(N)=O (stereo not drawn)
→ -5%	3	-21%	-2%	1.0%	-2	-6%	1%	2%[57.1 µM]
> CCOc1ccccc1C(=O)NCC(=O)NCCCc1ccccc1
→ 2%	-3	-9%	10%	3.1%	2	-4%	0%	6%[57.1 µM]
> Cc1nn(CC#N)c(=O)n1-c1ccccc1F
→ 3%	-7	2%	-3%	0.3%	6	4%	-4%	-2%
> Cc1cc(C)c2c(N)c(C(=O)c3ccc(Cl)c(Cl)c3)sc2n1
→ -1%	-10	-11%	-4%	0.2%	-8	0%	-1%	-6%
> CN(C)CCCNc1ncnc2oc(-c3ccccc3)c(-c3ccccc3)c12
→ 11%	-7	-7%	-28%	2.9%	5	1%	-9%	43%[activator][57.1 µM]
> O=C(c1ccc(Cl)cc1)C1CCN(C(=O)NC2CCCCC2)CC1
→ 2%	-7	-19%	-11%	2.6%	7	2%	-4%	8%
> C=C(C)COc1ccc2c(c1)CCC1C2CCC2(C)C(=O)C(=NO)CC12 (stereo not drawn)
→ 5%	0	-9%	1%	.	1	-10%	2%	15%[57.1 µM]
> CSc1nc(N)nc(C2CC2)n1
→ 5%	-2	-18%	6%	1.0%	3	-5%	0%	7%[57.1 µM]
> C=CCn1c(SCC(=O)Nc2ccccc2OC)nnc1-c1ccccn1
→ 9%	-9	-4%	-13%	2.0%	4	-27%	-4%	-3%
> Cc1ccc(N2C(=O)c3ccccc3C2Nc2cccnc2)nc1 (stereo not drawn)
→ -9%	3	-16%	1%	0.6%	-7	0%	1%	2%[57.1 µM]
> CN(C(=O)COC(=O)C(C)(C)Oc1ccc(Cl)cc1)c1c(N)n(Cc2ccccc2)c(=O)[nH]c1=O
→ 3%	-6	-1%	-16%	0.9%	-1	-1%	-5%	-10%
> CC1CCC(C(=O)NC(C(=O)Nc2ccccn2)C(C)C)CC1 (stereo not drawn)
→ -7%	-15	-5%	-17%	2.8%	3	-2%	-2%	2%
> CCN(CC)S(=O)(=O)c1ccc(C(=O)NCc2n[nH]c(=S)n2-c2ccccc2OC)cc1
→ 4%	-6	11%	-4%	1.6%	-3	1%	-2%	16%
> COc1ccc(-c2nc(NC(=O)c3ccc(OCC(=O)N4CCOCC4)c(OC)c3)sc2C)cc1
→ 4%	-1	-23%	5%	-0.8%	-5	0%	-3%	20%
> CN(C)c1ccc(/C=N/NC2=NS(=O)(=O)c3ccccc32)cc1
→ 0%	-12	-14%	-25%	-2.3%	-2	-3%	-2%	-14%
> CC(=O)c1c(C)[nH]c(C(=O)OCC(=O)Nc2sc3c(c2C#N)CCC(C)C3)c1C (stereo not drawn)
→ -12%	4	1%	0%	0.0%	-7	-3%	-1%	-6%

Of the compounds above, these have fluorine.
Results follow in this order: mIDH1 inhibitor	LDHA inh	USP1-UAF1 inh	Vif-APOBEC3F blk	RXFP1 ag	PI4K2A inh	Vif-APOBEC3G blk	GRP78 ERSR act	TrxR1 substrate
> O=C(CCCOC(=O)c1ccc(O)cc1O)c1ccc(F)cc1
→ 2%	-3	-10%	-18%	0.8%	4	-3%	5%	-11%
> Cc1nn(CC#N)c(=O)n1-c1ccccc1F
→ 3%	-7	2%	-3%	0.3%	6	4%	-4%	-2%

Remaining list, next part:
Results follow in this order: mIDH1 inhibitor	LDHA inh	USP1-UAF1 inh	Vif-APOBEC3F blk	RXFP1 ag	PI4K2A inh	Vif-APOBEC3G blk	GRP78 ERSR act	TrxR1 substrate
> CCCn1c(=S)[nH]c2cc(C(=O)N3CCc4ccccc43)ccc2c1=O
→ 0%	-7	-2%	1%	1.3%	-2	-1%	-1%	1%
> C/C(=N\OCC(=O)Nn1c(C)nc2ccccc2c1=O)c1cccs1
→ 4%	-13	0%	-2%	-0.8%	9	0%	-2%	7%
> COc1ccccc1NC(=O)COC(=O)c1ccc([N+](=O)[O-])s1
→ 3%	3	14µM*	0%	1.1%	0	0%	-3%	-17%[57.1 µM]
> O=C(COc1ccc(F)cc1)Nc1nnc(C2CCCCC2)s1
→ 5%	-3	-6%	0%	4.4%	-2	0%	-2%	7%[57.1 µM]
> COc1ccccc1CN1CC(C(=O)NC2CCOCC2)CCC1=O (stereo not drawn)
→ 3%	-11	-8%	-1%	-1.3%	0	-1%	-4%	0%
> CC1CC(C)(C)NC(=S)N1CCCC(=O)Nc1ccc(Br)cc1 (stereo not drawn)
→ -8%	-1	4%	?	0.1%	10	-6%	-4%	3%[57.1 µM]
> O=C(Nc1ccc(Oc2ccccc2)nc1)C1CCN(Cc2ccco2)CC1
→ -1%	-11	-9%	-3%	0.1%	7	-3%	-6%	-4%
> N#Cc1nc(-c2ccccc2F)oc1N1CCCC1
→ 3%	-2&14	-5%	-13%	9.3%	-3	1%	1%	347%[activator]
> O=C(CCc1nc(-c2ccccc2Cl)no1)NC1CCCC1
→ 0%	1	-23%	5%	2.9%	5	-11%	-2%	-3%
> CS(=O)(=O)Nc1cccc(-c2cc(NC=O)c3ncc(-c4ccc(F)cc4)n3c2)c1
→ .	-1	.	.	.	1	-22%	-6%	.
> CCCc1[nH]nc2c1C(c1cccc(OC(=O)c3ccco3)c1)C(C#N)=C(N)O2 (stereo not drawn)
→ -8%	-3	-13%	1%	-2.3%	1	0%	0%	1%
> O=c1c2ccccc2nnn1Cc1ccc(F)cc1
→ -3%	-5	-20%	6%	-1.0%	-1	2%	-1%	-3%

Compounds shown so far that have a nitro group on carbon (two):
Results follow in this order: mIDH1 inhibitor	LDHA inh	USP1-UAF1 inh	Vif-APOBEC3F blk	RXFP1 ag	PI4K2A inh	Vif-APOBEC3G blk	GRP78 ERSR act	TrxR1 substrate
> CCC(C)NS(=O)(=O)c1ccc(NC(=O)c2ccc([N+](=O)[O-])cc2Cl)cc1 (stereo not drawn)
→ 22%	-7	?	2%	0.1%	-4	0%	-3%	8%[57.1 µM]
> COc1ccccc1NC(=O)COC(=O)c1ccc([N+](=O)[O-])s1
→ 3%	3	14µM*	0%	1.1%	0	0%	-3%	-17%[57.1 µM]
